Bioassay records deposited in PubChem BioAssay by National Center for Advancing Translational Sciences (NCATS).
IL1B secr inh: inhibitors of inflammasome signaling (IL-1 beta secretion); 4.7% of 360,000 active; activity change, % at 57.5 µM; THP-1 LPS/ATP IL-1B secretion, AlphaLISA, 16 h; stronger effect = lower value; in the data active means activity change below about -50%; inconclusive means mostly about -30% to -49%; further: on the % scale 0 is the no-effect control and ±100 the full control effect
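Secreted IL-1B measured by AlphaLISA bead assay after 16 h compound exposure of THP-1 cells; compounds (final up to 57.5 uM) added 1 h before LPS (250 ng/mL) and ATP (1.25 mM) stimulation; lower signal means less secretion.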
MCF10A rerep: inducers of DNA re-replication in MCF 10A breast cells; MCF 10A DNA re-replication, Hoechst nuclear intensity, 48 h; 2.9% of 350,000 active; Potency, µM (doses to about 46.1 µM), for inactives: at the top dose activity, positive = re-replication, actives largely listed as activators; AID 624296; further: potency means the concentration at half of the fitted maximal effect; % of control where 0% means no effect; nearly all actives have a fitted effect of over 50% in size
Nrf2 inh: Nrf2 pathway inhibition | Potency, µM (titrated, usually from 46 µM), for the others: at the top dose activity change, negative = inhibition, actives largely listed as inhibitors | A549 ARE-Fluc reporter, luciferase luminescence, 18-24 h | AID 504444 | 2.1% of 360,000 active; further: potency means the concentration at half of the fitted maximal effect; on the % scale 0 is the no-effect control and ±100 the full control effect; nearly all actives have a fitted effect of over 60% in size
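A549 ARE_Fluc cells, 5000/well, 5% FBS OPTI-MEM; compounds in dose-response, 18-24 h at 37 °C/5% CO2; CellTiter-Fluor viability read (Ex 405/Em 525), then BugLite luciferase luminescence = Nrf2 activity.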
A549 viability: counter-screen for Nrf2 inhibitors: cytotoxicity in A549 cells | A549 ARE-Fluc cells, CellTiter-Fluor viability, 18-24 h | Potency, µM (top dose mostly 46 µM), without a hit: top-dose activity change, negative = cytotoxicity, hits mostly inhibitors | 0.16% of 390,000 active | AID 504648; further: potency means the concentration at half of the fitted maximal effect; on the % scale 0 is the no-effect control and ±100 the full control effect
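Cytotoxicity counterscreen: CellTiter-Fluor fluorescence was measured in A549 ARE_Fluc cells after 18-24 h of compound exposure in a concentration series. The subsequent BugLite luminescent read reports ARE-luciferase activity.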
TGFb SMAD3 inh: blocks TGF-b signaling | HepG2 CAGA-GFP TGF-b/SMAD3 reporter, GFP fluorescence, 18 h; TGF-beta stimulated, 500 pg/mL final | Potency, µM (highest dose often 46.1 µM), without a hit: at the highest dose activity, negative = inhibition, actives largely listed as inhibitors | 1.2% of 410,000 active | AID 588855; further: potency means the concentration at half of the fitted maximal effect; on the % scale 0 is the no-effect control and ±100 the full control effect; nearly all actives have a fitted effect of over 65% in size
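TGF-beta reporter screen: HEPG2 CAGA-GFP, 1% FBS, 500 pg/mL TGF-beta final, 18 h; per-cell GFP summed per well; curves fitted and categorized by class.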
ATXN viability: cell viability loss in ATXN counter-screen. S2 cells (HEK-293 line with an ATXN2-luciferase reporter) viability, CellTiter-Fluor protease fluorescence, 24 h. 0.49% of 400,000 active. Potency, µM (series often up to 56.7 µM), hits mostly cytotoxic; further: potency means the concentration at half of the fitted maximal effect; nearly all actives have a fitted effect of over 40% in size
ATXN2 expr inh: reduces ATXN2 reporter expression in HEK-293 cells; HEK-293 ATXN2-luciferase reporter, luminescence, 24 h; Potency, µM (highest dose often 57 µM), for inactives: at the top dose activity change, negative = inhibition, actives largely listed as inhibitors; 0.72% of 360,000 active; AID 1745845; further: potency means the concentration at half of the fitted maximal effect; on the % scale 0 is the no-effect control and ±100 the full control effect; nearly all actives have a fitted effect of over 55% in size
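qHTS (up to 57 uM final) was run with 24 h compound exposure of reporter cells at 37 °C. Each well was multiplexed: SteadyGlo luminescence measured ATXN2-luciferase expression after a fluorogenic Gly-Phe-AFC viability readout (25 uM final).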
Nrf2 ARE act: activates Nrf2 signaling; AREc32 ARE-luciferase reporter (MCF7-derived line), luminescence, 24 h; Potency, µM (doses to about 46.1 µM), for the others: at the top dose activation, usual class: activators; AID 624171; 0.31% of 410,000 active; further: potency means the concentration at half of the fitted maximal effect; % of control where 0% means no effect; nearly all actives have a fitted effect of over 65% in size
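AREc32 cells carrying an ARE-driven firefly luciferase reporter were seeded at 1000 cells/well in OPTI-MEM with 5% FBS, then exposed to compound for 24 hr at 37 deg C. Luminescence was read with Steady-Glo after 30 min at RT.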
HepG2 tox: HepG2 cytotoxicity, counter-screen for TGF-b inhibitors; HepG2 CAGA-GFP viability, ATP luminescence, 18 h; Potency, µM (top dose mostly 46.1 µM), for inactives: at the highest dose activity change, negative = cytotoxicity, usual class: cytotoxic; 0.76% of 410,000 active; AID 588856; further: potency means the concentration at half of the fitted maximal effect; some results filed as inactive show a strong effect at the top dose
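CellTiter-Glo luminescence gave cytotoxicity after 18 hours at 37 degrees C. The cells were HepG2 CAGA-GFP in 1% FBS DMEM, stimulated with 500 pg/mL TGF-beta after compound addition. %Activity was normalised to no-cell wells (complete cell-killing) and DMSO (no toxicity), and curves were fitted and classified.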
Starred values were filed as active, the others as inactive; i = inactive; ? = inconclusive; · = no result given; & = joins results of further samples; [ ] = remark or other dose. Unless noted, the call rests on the fitted dose curve; in most records, active means well fitted curve in the direction sought with a large enough effect; inconclusive means small, poorly fitted or top-dose-only effect, or another doubt; inactive means no such curve, though single readings can be large; an effect the other way counts as inactive or inconclusive.

#	smiles	ATXN viability	HepG2 tox	Nrf2 inh	A549 viability	Nrf2 ARE act	MCF10A rerep	IL1B secr inh	ATXN2 expr inh	TGFb SMAD3 inh
1	CCOC(=O)C1=C(C)N(c2ccc(OCC)cc2)C(=O)/C1=C\c1ccco1	i	-95%	-29%	-23%	7.2%	16µM*	-13	-16%	-30%
2	N#CCCN(C(=O)COC(=O)c1cccc(S(=O)(=O)N2CCCC2)c1)c1ccc(F)cc1	?	-6%	14%	-3%	-1.2%	2%	4	-3%	-6%
3	N#CC(=C1C=CC(=NO)C(Cl)=C1)c1ccccc1	i	-62%	·	·	?	·	-98*	0%	11µM*
4	CC(=O)Nc1ccc(NC(=O)c2cnn(-c3ccccc3)c2C2CCN(C(=O)OC(C)(C)C)CC2)cc1	i	1%	8%	-2%	-0.2%	·	·	11%	15%
5	NC(=O)Cn1nc([N+](=O)[O-])nc1Oc1ccc(Br)cc1	i	-1%	3%	-2%	-0.5%	-1%	-12	3%	0%
6	C/C=C(\C)CN1CCC(n2nccc2NC(=O)c2ccc3c(c2)OCO3)CC1	i	-30%	12%	-1%	-1.6%	2%	8	2%	-6%
7	CCOC(=O)CNc1nc(Cl)nc(NC(C)(C)C)n1	i	-17%	?	9%	-0.5%	2%	17	9%	1%
8	CCOc1ccc(N(CC(=O)NCc2ccc(Cl)cc2)S(=O)(=O)c2c(C)noc2C)cc1	i	-2%&2%	7%&18%	0%&-1%	0.3%&-0.7%	12%	7	-3%	-1%&-1%
9	CCOC(=O)Cc1c(C)nc2c(-c3cccc(Br)c3)c[nH]n2c1=O	i	-22%	?	-24%	-0.7%	7.3µM*	36	?	-28%
10	Cc1cccc2c(N=NC(=O)c3ccc(NS(=O)(=O)c4cccs4)cc3)c(O)[nH]c12	?	-26%	?	?	0.8%	4%	-15	?	4%
11	CCOc1ccc2nc(C(C)O)[nH]c2c1 (stereo unspecified)	i	0%	17%	-5%	-0.7%	-3%	46	8%	-1%
12	C=CCNC(=O)CN(c1ccc(F)cc1)S(=O)(=O)c1ccc(OC)cc1	i	1%	·	12%	0.1%	-6%	-14	3%	-14%
13	CSc1ccc(C(=O)C2CCCN(C(=O)c3ccsc3)C2)cc1 (stereo unspecified)	?	-28%	-11%	2%	4.7%	-8%	0	·	-28%
14	CCC(=O)N1CCN(c2ccc(NC(=O)c3ccc(Br)o3)cc2)CC1	?	-10%	10%	?	1.9%	3%	-56*	·	0%
15	Cc1nc2ccccc2[nH]c1=O	i	-2%	9%	12%	-0.1%	-2%	44	·	9%

Gathered by group, those above containing a Cl atom
#	smiles	ATXN viability	HepG2 tox	Nrf2 inh	A549 viability	Nrf2 ARE act	MCF10A rerep	IL1B secr inh	ATXN2 expr inh	TGFb SMAD3 inh
3	N#CC(=C1C=CC(=NO)C(Cl)=C1)c1ccccc1	i	-62%	·	·	?	·	-98*	0%	11µM*
7	CCOC(=O)CNc1nc(Cl)nc(NC(C)(C)C)n1	i	-17%	?	9%	-0.5%	2%	17	9%	1%
8	CCOc1ccc(N(CC(=O)NCc2ccc(Cl)cc2)S(=O)(=O)c2c(C)noc2C)cc1	i	-2%&2%	7%&18%	0%&-1%	0.3%&-0.7%	12%	7	-3%	-1%&-1%

(continued)
#	smiles	ATXN viability	HepG2 tox	Nrf2 inh	A549 viability	Nrf2 ARE act	MCF10A rerep	IL1B secr inh	ATXN2 expr inh	TGFb SMAD3 inh
16	Cc1nn(-c2ccc(F)cc2)c(Cl)c1C(=O)OC(C)C(=O)N(C)C1CCCCC1 (stereo unspecified)	i	-38%	18µM*	-7%	9.1%	0%	-21	·	?
17	Cc1[nH]nc(SCC(=O)N2CCOCC2)c1[N+](=O)[O-]	i	-25%	4%	2%	-0.1%	1%	-1	-18%	13%
18	CN(C)c1ccc(NC(=O)C2CCCN(S(=O)(=O)c3ccccc3)C2)cc1 (stereo unspecified)	i	-2%	-16%	-1%	-0.8%	20%	-4	-21%	-3%
19	Cn1ncc2c(Nc3ccccc3Cl)nc(Cl)nc21	i	-18%	-21%	0%	7.4%	24%	54	5%	-7%
20	CCNC(=O)NC(=O)C(C)OC(=O)CNS(=O)(=O)c1c(Cl)cc(Br)cc1Cl (stereo unspecified)	i	-12%	1%	2%	0.1%	?	9	-8%	-4%
21	Nc1ccccc1Oc1ncc(C(F)(F)F)cc1Cl	i	-27%	-4%	-1%	2.3%	5%	10	7%	-16%
22	Nc1nc2ccccc2n1CCOc1ccc(Br)cc1	i	-124%	-7%	0%	5.7%	0%	-19	·	?
23	CC(=O)N1Cc2cc(C(=O)NCc3cccc(F)c3)nc(-c3cccc(C4=CCCC4)c3)c2[C@H]1CCO	i	·	·	·	5.7%	·	-67*	-34%	·
24	CCCN(C1CCS(=O)(=O)C1)S(=O)(=O)c1ccc(F)cc1 (stereo unspecified)	i	3%	2%	1%	-0.1%	-13%	18	1%	-15%
25	O=C(CCCC(=O)OCC(Cl)=C(Cl)Cl)Nc1ccccc1	i	-7%	-15%	9%	0.1%	-6%	-8	-14%	-11%
26	CSc1nnc(CNS(=O)(=O)c2ccc(Br)cc2)n1C	i	2%	11%	-1%	0.1%	7%	-2	6%	-9%
27	Cc1c(C)c2c(OCC(=O)N3CCC(O)CC3)cc3c(c2oc1=O)CCC(C)(C)O3	i	-8%	-14%	-5%	-0.1%	2%	-10	-15%	-17%
28	O=C(O)CCc1ccc(-c2cccs2)n1CCC(=O)O	i	0%	6%	6%	-1.2%	2%	-10	3%	-7%
29	CCCCCN(C(=O)CCC(=O)OCc1ccccc1Cl)c1c(N)n(CCCC)c(=O)[nH]c1=O	i	1%	-13%	-18%	2.6%	-4%	0	-9%	0%
30	O=C(Cc1noc2ccccc12)Nc1ccccn1	i	-21%	2%	2%	-0.3%	1%	-4	18%	1%

Next part.
#	smiles	ATXN viability	HepG2 tox	Nrf2 inh	A549 viability	Nrf2 ARE act	MCF10A rerep	IL1B secr inh	ATXN2 expr inh	TGFb SMAD3 inh
31	COc1ccc(OCc2ccc(C(=O)N3CCOCC3)cc2)cc1	i	-16%	2%	-15%	-0.3%	1%	9	8%	-18%
32	O=c1[nH]c(=O)n(C2OC(CO)C(O)C2O)cc1F (stereo unspecified)	?	-38%	?	?	0.2%	?	-13	44%[activator]	?
33	NC(=O)CN1CCN(c2ccccc2F)CC1	i	-34%	·	7%	-0.7%	0%	-11	-7%	4%
34	COc1cc(C=NNC(=O)c2ccccc2-n2cccc2)ccc1O	i	-13%	2%	-4%	5.5%	?	9	-9%	6%
35	CNC(=O)COC(=O)/C=C/c1cccs1	i	1%	12%	4%	10%	2%	0	7%	12%
36	Cc1ccc(CNC(=O)c2ccc3c(=O)n(CCCN4CCCC4=O)c(=S)[nH]c3c2)cc1	·	-3%	-19%	-2%	-0.2%	-1%	-4	·	-2%
37	Cc1ccc(Cc2c(-c3cccc(Cl)c3)nc3c4ccccc4ccn23)cc1	i	-42%	·	·	11%	·	34	14%	-37%
38	CC(Sc1ccccc1)C(=O)NN=C1CCCCCC1 (stereo unspecified)	i	-4%	-6%	-5%	0.3%	0%	15	-5%	2%
39	Cc1cccc(N2C(=O)SC(N(CC(=O)O)c3cccc(C)c3)C2=O)c1 (stereo unspecified)	i	-7%	7%	-2%	1.5%	-2%	21	22%	?
40	CN1NC(c2ccccc2)NN(C)C1=O	i	-10%	·	·	6.4%	·	-13	27%	9%
41	Cc1cc(C)n(CCN(C)C(=O)c2cc(COc3c(F)cccc3F)on2)n1	i	-3%	1%	0%	2.6%	-7%	0	·	-16%
42	Cc1c(Cl)cccc1NC(=S)N1CCCN(Cc2ccc(F)cc2)C1	i	-4%	?	10%	3.4%	24%	-88*	0%	?
43	Cc1cccc(NC(=S)NCc2ccccc2Cl)c1C	?	-57%	-1%	9%	-0.7%	-7%	-11	?	?
44	CCCCNC(=O)Nc1ccc(C2SCCS2)cc1	?	-16%	4%	0%	5.3%	17%	·	17%	-9%
45	COc1ccc2o/c(=N/NC(=O)c3cccs3)c(C(N)=O)cc2c1	i	-11%	?	-4%	11%	14%	-62*	28%	43%[activator]

(list continues)
#	smiles	ATXN viability	HepG2 tox	Nrf2 inh	A549 viability	Nrf2 ARE act	MCF10A rerep	IL1B secr inh	ATXN2 expr inh	TGFb SMAD3 inh
46	NC(=O)C[C@H](N)c1cn([C@@H](CC(N)=O)C(=O)N2CCNCC2)nn1	i	12%	3%	6%	-0.4%	15%	-19	7%	1%
47	CN(C)CCNc1oc(COc2ccc(-c3ccccc3)cc2)nc1C#N	?	11µM*	4%	10%	7.0%	0%	-19	?	?
48	c1ccc(Cn2c(Cn3c(-c4cnccn4)nc4ccccc43)nc3ccccc32)cc1	?	·	·	·	6.2%	·	-14	-28%	·
49	O=C(CCNC(=O)c1ccccc1Cl)Nc1nc2ccc(F)cc2s1	i	-32%	?	2%	15%	4%	-11	·	?
50	O=C(Nc1ccc(F)cc1F)c1cc2ccc3cccnc3c2[nH]1	·	-22%	?	-1%	3.5%	·	·	·	-4%
51	O=C(O)C1C2CCC(O2)C1C(=O)Nc1ccc(O)cc1 (stereo unspecified)	i	10%	2%	-1%	1.8%	17%	8	-2%	12%
52	CCOC(=O)c1cncc(C#CCOC(=O)Nc2ccc(OC(F)(F)F)cc2)c1	i	9%	0%	4%	0.3%	4%	0	-19%	-8%
53	COc1ccc(C(=O)Nc2cc(C)on2)c(OC)c1	i	-36%	?	5%	2.6%	-2%	-15	1%	-19%
54	O=C(NCCO)/C(=C/c1ccco1)NC(=O)c1ccco1	i	14%	1%	0%	-0.5%	-4%	-1	-31%	13%
55	CC(=O)N1CCc2cc(S(=O)(=O)NCCCN3CCC(C)CC3)ccc21	i	-6%	13%	0%	-0.2%	-3%	13	2%	?
56	CCOc1ccc(N2C(=O)C3CCCN3C2=O)cc1 (stereo unspecified)	i	-7%	17%	-3%	-0.4%	1%	2	6%	0%
